CHT allo act = CHT positive allosteric modulators, primary screen, cell-based, membrane potential dye, choline EC20; High affinity choline transporter 1 (Homo sapiens), Q9GZV3; CHT-expressing cells; stronger effect = higher value; LV-AA mutant CHT in HEK293 cells; hit rate 0.49% among 310,000; B-score at 10 µM;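 active = initial fluorescence not abnormally high and integrated response B-score, plate-corrected, over 3 SD above library mean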
Target sequence (Q9GZV3 whole entry, looked up): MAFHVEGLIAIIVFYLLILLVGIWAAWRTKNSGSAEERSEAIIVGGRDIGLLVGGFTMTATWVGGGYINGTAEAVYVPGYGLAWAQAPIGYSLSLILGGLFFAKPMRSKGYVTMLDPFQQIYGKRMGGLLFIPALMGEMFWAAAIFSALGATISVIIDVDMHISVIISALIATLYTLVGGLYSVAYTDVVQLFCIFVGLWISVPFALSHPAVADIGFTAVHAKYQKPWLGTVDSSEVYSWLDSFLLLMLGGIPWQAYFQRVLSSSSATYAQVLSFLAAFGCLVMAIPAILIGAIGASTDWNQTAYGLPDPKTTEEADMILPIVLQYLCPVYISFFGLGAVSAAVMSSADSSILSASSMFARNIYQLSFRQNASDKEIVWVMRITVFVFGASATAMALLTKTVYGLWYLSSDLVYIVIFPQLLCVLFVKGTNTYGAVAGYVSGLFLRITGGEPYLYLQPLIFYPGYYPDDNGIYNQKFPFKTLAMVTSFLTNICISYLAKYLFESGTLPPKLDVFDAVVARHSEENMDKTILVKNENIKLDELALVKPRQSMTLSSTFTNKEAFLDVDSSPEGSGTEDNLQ
OX1R antagonist = OX1R (HCRTR1) antagonists, primary screen, fluorescence, CHO/OX1R cells, Fluo-8 calcium, orexin A; Orexin/Hypocretin receptor type 1 (Homo sapiens), O43613; Fluo-8 calcium fluorescence; inhibition, % at 5 µM; hit rate 0.43% among 330,000;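 active = inhibition above its plate's threshold, mean inhibition of all tested compounds on the plate plus 3 SD, cut at about 37% in these data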;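 also: 0% = orexin A challenge wells and 100% = SB-334867-A antagonist wells; not every result past the cut was called active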
Target sequence (O43613 whole entry, looked up): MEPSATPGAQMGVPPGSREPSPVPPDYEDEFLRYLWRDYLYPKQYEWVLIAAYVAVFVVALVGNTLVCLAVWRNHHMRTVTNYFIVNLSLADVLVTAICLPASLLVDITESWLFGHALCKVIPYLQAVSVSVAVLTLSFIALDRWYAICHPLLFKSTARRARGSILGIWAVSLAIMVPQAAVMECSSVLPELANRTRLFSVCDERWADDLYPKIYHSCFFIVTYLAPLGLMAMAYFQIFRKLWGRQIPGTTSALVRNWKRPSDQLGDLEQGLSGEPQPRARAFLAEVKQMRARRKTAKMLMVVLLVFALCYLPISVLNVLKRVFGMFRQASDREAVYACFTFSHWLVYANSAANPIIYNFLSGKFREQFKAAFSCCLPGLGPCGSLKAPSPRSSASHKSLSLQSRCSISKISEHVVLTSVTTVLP
An asterisk follows results filed as active; i = inactive; . = no result given. Hits appear at their usual frequency; overall some 0.83% were active at least once.

SMILES	CHT allo act	OX1R antagonist
CCCN1Cc2cccc(C(=O)N3CCN(c4ccccc4)CC3)c2C1=O	i	-15
NS(=O)(=O)c1ccc(CCNC(=O)COC(=O)CCc2c[nH]c3ccccc23)cc1	.	32
CCNC(=S)NNC(=O)c1cccnc1	i	-18
Cc1csc2ncnc(N3CCN(C(=O)Nc4ccc(OC(F)(F)F)cc4)CC3)c12	i	16
OC(COC1CCCCC1)CN1CCN(c2ccccc2)CC1 (stereo not given)	i	-13
Nc1ccc(C2(c3ccc(N)cc3)c3ccccc3C(=O)c3ccccc32)cc1	i	-9
NC(=O)C1CCN(C(=O)c2cc(S(=O)(=O)N3CCOCC3)ccc2Cl)CC1	i	0
CCOC(=O)N1CCN(C(=O)c2ccc3c(c2)sc2nc(-c4ccccc4)cn23)CC1	i	-9
Cn1nc(-c2ccccc2)c2nc3ccccc3nc21	i	9
O=C(CCc1ccccc1)NCC1(c2ccccc2)CCCC1	i	-29
COc1ccccc1NC(=O)C(=O)NNS(=O)(=O)c1ccc2ccccc2c1	i	-1
COc1ccc(CC(=O)N2CCN=C2SC)cc1OC	i	-21

Complete entries, looked up by structure. Order of values: CHT allo act	OX1R antagonist
Cn1nc(-c2ccccc2)c2nc3ccccc3nc21 is listed as i	9
CCNC(=S)NNC(=O)c1cccnc1 is listed as i	-18
CCOC(=O)N1CCN(C(=O)c2ccc3c(c2)sc2nc(-c4ccccc4)cn23)CC1 is listed as i	-9

Continuation.
SMILES	CHT allo act	OX1R antagonist
COc1ccc(C2N(C(=O)N(C)C)CCN2S(=O)(=O)c2ccc(OC)cc2)cc1 (stereo not given)	i	-20
CCOc1ccc(Br)cc1S(=O)(=O)N1CCSC1	i	.
COc1cc(Cn2c(-c3nonc3N)nc3ccccc32)ccc1C	i	-21
COc1ccc(NC(=O)C(NC(C)=O)C(=O)NCc2ccccc2Cl)cc1 (stereo not given)	i	-24
CC1(C)C(=O)Nc2ccccc2N1C(=O)COC(=O)Cc1ccccc1F	.	7
CCOC(=O)C1CCN(C(=S)NC2CC3C=CC2C3)CC1 (stereo not given)	i	-14
COc1cccc(N2C(=NC(=O)c3ccccc3)SC3CS(=O)(=O)CC32)c1 (stereo not given)	i	-11
O=C(COC(=O)/C=C/c1ccc([N+](=O)[O-])cc1)NCC1CCCO1 (stereo not given)	i	-3
COc1cc(NC(=O)COc2ccccc2[N+](=O)[O-])ccc1NC(=O)c1ccco1	i	1
Cc1cnc(C)c(N2CCC(C(=O)NC(C)c3cccs3)CC2)n1 (stereo not given)	i	-25
CNC(=O)CSc1nnc(-c2cccs2)o1	i	-1
Cc1ccc(S(=O)(=O)N=Nc2c(O)[nH]c3ccccc23)cc1	i	-13
COC(=O)C(C)Sc1nc2c(c(=O)[nH]c(=O)n2C)n1CCC(C)C (stereo not given)	i	-18
CCN(C[C@H]1N[C@@](C)(C(=O)OC)[C@H]2C(=O)N(Cc3ccccc3)C(=O)[C@@H]12)C(=O)C1CCCCC1	.	-10
COc1ccc(NC(=O)C2CC(=O)N(c3cc(C)ccc3C)C2)cc1 (stereo not given)	i	-14
CCCCN(C)/C=N/c1c(C#N)cnn1-c1ccc(C)cc1	i	-37
CCOc1ccc2nc(NC(=O)CN3CCC(n4nnc5cc(F)ccc54)CC3)sc2c1	i	-15
CCN(Cc1ccccc1)S(=O)(=O)c1ccc(C(=O)Nc2nnc(-c3ccccc3OC)o2)cc1	i	-26
CCn1cc(C(=O)N2CC=C(c3ccccc3)CC2)c(=O)c2ccc(C)nc21	i	-27
O=C(CCCCCCCCN1C(=O)c2ccccc2C1=O)N1CCOCC1	i	-50
O=C(CCc1ccccc1)NNC(=S)NCc1ccc(Cl)cc1	i	-7
O=C(Nc1ccc(F)cc1)Nc1nnc(-c2ccco2)s1	i	-4
O=C(CN1CCN(c2ccc([N+](=O)[O-])cc2)CC1)Nc1ccccn1	i	-1
CCCCc1ccc(CC(=O)Nc2cc(S(=O)(=O)N3CCOCC3)ccc2O)cc1	.	-17
Oc1ccccc1-c1nnc(-c2ccc(C(F)(F)F)cc2)o1	i	-21
COCCNC(=O)NC(=O)CSc1nc(C)c(C)c(C)n1	i	-11
O=C(COc1ccccc1-c1ccccc1)N/N=C/c1ccccn1	i	-15
O=S(=O)(NCc1ccccc1)c1ccc(F)cc1Br	i	-14
COc1ccccc1C(=O)NC(=O)COC(=O)/C(=C/c1ccccc1)NC(C)=O	i	-5
COc1ccc(Cc2nc(-c3ccc(Br)cc3)no2)cc1	i	-11
Cc1oc2c(cc(NS(=O)(=O)c3ccc4c5c(cccc35)C(=O)N4)c3ccccc32)c1C(=O)OC(C)C	i	-27
O=C(Cn1ccc2ccccc2c1=O)NCC(=O)N1CCN(c2ccc(F)cc2)CC1	i	1
CN(C)c1ccc(CNc2ncnc3sccc23)cc1	i	1
O=C(Cn1cncn1)c1ccccc1	i	-8
CS(=O)(=O)NCCSCc1ccccc1	i	-3
Cn1c(SCC(=O)NCC2CCCO2)ncc(C(=O)Nc2ccccc2)c1=O (stereo not given)	i	6
COCCn1c(-c2ccccc2F)n[nH]c1=S	i	-7
COc1ccc(NS(=O)(=O)c2cc(NC(=O)COc3ccccc3F)ccc2OC)cc1	.	8
N#Cc1cncc(C#Cc2ccccc2)c1	i	7
O=C(O)c1ccccc1-c1ccccc1C(=O)Nc1ccc(F)cc1	i	-7
CCOC(=O)C1=CN(Cc2cccc(F)c2)S(=O)(=O)N(CC)C1c1ccc2ccccc2c1 (stereo not given)	.	3
CCCOc1ccc(C(=O)CCC(=O)OCC(=O)N(C)c2c(N)n(Cc3ccccc3)c(=O)[nH]c2=O)cc1	i	-7
COc1ccc(OC)c(N/C=C/C(=O)c2ccc(OC)c(OC)c2)c1	i	-7
COc1ccccc1NS(=O)(=O)c1cc(NC(=O)Cn2cnc3c2c(=O)n(C)c(=O)n3C)ccc1C	i	-24
Cc1ccnc(SCC(=O)N2CCc3ccccc32)n1	i	-8
COc1ccc(S(=O)(=O)Nc2ccc(O)c3ccccc23)cc1	i	-15
CSc1nc(N)c2c3c(sc2n1)CN(C)CC3	7.7*	14
CCOC(=O)c1cc(NC(=O)N(CC)CC)c(C)nc1C	i	-12
CCOC(=O)c1csc(NC(=O)C2=COCCO2)n1	i	-11
O=C(CNC(=O)c1ccc(Cl)cc1)OCN1C(=O)c2ccccc2C1=O	.	-13
CC1(c2ccc3c(c2)OCCO3)NC(=O)N(CC(=O)Nc2c(F)cccc2F)C1=O (stereo not given)	.	-18
CCOP(=O)(OCC)C(NC(=O)Nc1ccc(C)cc1)C(N)=O (stereo not given)	i	-5
CCOC(=O)c1cc(C)sc1NC(=O)CCC(=O)O	i	-2
O=C(CSCc1ccccc1Cl)Nc1ccc2c(c1)OCCO2	i	-4
C=CCC[C@@H](Cc1ccc(F)cc1)C(=O)OC[C@@H](NC(=O)[C@@H](CC=C)CC(=O)N[C@@H](CO)Cc1ccccc1)C(C)(C)C	.	-14
COc1ccc2nc(SCC(=O)C(C)(C)C)[nH]c2c1	i	-4
COc1ccc(S(=O)(=O)N2CCC(C(=O)NCc3ccco3)CC2)cc1	i	-19
Cc1sc2ncnc(OCc3nnc(-c4cccs4)o3)c2c1C	i	-10
O=C(CCNS(=O)(=O)c1ccc(Br)s1)NC1CCCC1	i	-23
OCCCCNc1cccc2ccccc12	i	-31
Next part
SMILES	CHT allo act	OX1R antagonist
Cc1ccc(S(=O)(=O)Nc2ccc(NC(=O)Nc3ccc(F)cc3F)cc2)cc1	i	-5
COc1ccccc1CCNC(=O)C(=O)NCCC1CCCCN1S(=O)(=O)c1ccccc1 (stereo not given)	i	-2
COC(=O)C1CCN(C(=O)C23CCC(C)(C(=O)O2)C3(C)C)CC1 (stereo not given)	i	-9
CCOC(=O)c1cc(CC)sc1NC(=O)COC(=O)C1CCC1	i	-13
COc1ccc(CCN2C(=O)c3cccc4cccc(c34)C2=O)cc1OC	i	-24
CC(C)c1ccc(C(=O)N2CCN(CCO)CC2)cc1	i	-5
CC(C)(C)c1ccc(OCC(=O)N/N=C/c2cc(Br)ccc2OC(=O)c2ccco2)cc1	i	-15
CCCOC(=O)c1ccc(NC(=O)c2ccoc2C)cc1	i	-8
Cc1ccc(CN2C(=O)N/C(=C/c3ccc(-c4ccc(C(=O)O)cc4)o3)C2=O)cc1	i	-1
Cn1c2ccccc2c(=O)c2cc(C#Cc3cccc(N)c3)ccc21	.	55*
Cc1ccc(NC(=O)CN(C)CC(=O)Nc2ccccc2C(=O)Nc2ccccc2)cc1	i	-17
CCOc1cc2c3c(c1)C(C)CC(C)(C)N3C(=O)C2=O (stereo not given)	i	-2

Fetched one by one from the entries so far (4):
SMILES	CHT allo act	OX1R antagonist
C=CCC[C@@H](Cc1ccc(F)cc1)C(=O)OC[C@@H](NC(=O)[C@@H](CC=C)CC(=O)N[C@@H](CO)Cc1ccccc1)C(C)(C)C	.	-14
CC(C)c1ccc(C(=O)N2CCN(CCO)CC2)cc1	i	-5
CC1(c2ccc3c(c2)OCCO3)NC(=O)N(CC(=O)Nc2c(F)cccc2F)C1=O (stereo not given)	.	-18
Cn1c2ccccc2c(=O)c2cc(C#Cc3cccc(N)c3)ccc21	.	55*

A draw from above in order of count of non-hydrogen atoms, ascending.
SMILES	CHT allo act	OX1R antagonist
CCOc1cc2c3c(c1)C(C)CC(C)(C)N3C(=O)C2=O (stereo not given)	i	-2
COC(=O)C1CCN(C(=O)C23CCC(C)(C(=O)O2)C3(C)C)CC1 (stereo not given)	i	-9
Cn1c2ccccc2c(=O)c2cc(C#Cc3cccc(N)c3)ccc21	.	55*
COc1ccccc1CCNC(=O)C(=O)NCCC1CCCCN1S(=O)(=O)c1ccccc1 (stereo not given)	i	-2

New compounds follow:
SMILES	CHT allo act	OX1R antagonist
CCN(CC)C(=O)c1sc(NC(=O)Cc2ccc(OC)cc2)c(C#N)c1C	i	-36
C=CCOC(=O)C1=C[C@H](c2cn(C(C)=O)c3ccccc23)C[C@H](OCCCCO)O1	i	-24
S=c1[nH]nc(-c2ccncc2)n1/N=C/c1cccc(Cl)c1	i	-7
COc1cccc(-c2cc(C(=O)NC3CCCC3)no2)c1	i	-20
CC(=O)OCC(=O)Nc1ccc(Br)c(C)c1	i	-14
Cc1ccc(SCC(=O)OCc2csc(CC(=O)Nc3ccccc3C)n2)cc1C	.	-5
CC1CN(C2CCCCC2)c2nc3c(c(=O)n(C)c(=O)n3C)n2C1 (stereo not given)	i	-26
CC[C@@]1(C(=O)OC)N[C@H](CN(C)C(C)=O)[C@@H]2C(=O)N(Cc3ccccc3)C(=O)[C@@H]21	.	-18
Cc1ccc(C)c(-c2cc(C(=O)Nc3nccs3)c3ccccc3n2)c1	i	-10
Cc1c(Cl)ccc2c(C(=O)NC(C)c3ccncc3)cc(-c3ccncc3)nc12 (stereo not given)	i	-34
Cc1ccccc1OCC(=O)OCC(=O)NCc1cccs1	i	-3
COc1ccc(NC(=O)c2ccc3nc(-c4ccccc4)c(-c4ccccc4)nc3c2)c(OC)c1	i	2
Cn1c(SCC(=O)N2CCN(c3ccccc3)CC2)nnc1-c1ccncc1	i	5
CCOC(=O)c1c(NC(=O)CSc2nnc(C)c(=O)[nH]2)sc(C)c1C	i	-5
CC(=O)N(C1=C(Cl)C(=O)c2ccccc2C1=O)c1ccc(C(=O)O)cc1	i	5
COC(=O)c1ccccc1C(=O)N(c1ccccc1)c1ccccc1	i	-8
COc1cc(C(=O)NNC(=O)C2CC2)cc(OC)c1OC	i	-10
CC(=O)N(C)c1ccc(NC(=O)c2ccco2)cc1	i	-20
O=C1SCC(c2ccccc2)=NN1Cc1ccccc1	i	-14
CCOc1ccc(NC(=S)NCCCN2CCOCC2)cc1	i	-20
Cc1cc(=O)[nH]c(N/N=C/c2ccc(O)c(O)c2)n1	i	-18
COc1ccc(-c2cccc(-c3nc4ccc(Cl)cn4c3NC3CCCCC3)c2)cc1	.	-63
Cc1nn(CCCC(=O)NCc2ccccc2)c(C)c1[N+](=O)[O-]	i	2
Cc1cccc(N2CC(O)(c3cccs3)[N+]3=C2CCCC3)c1C (stereo not given)	i	-16
CCC(C)N1CCN(C(=O)c2cccs2)CC1 (stereo not given)	i	-15
C=C(C)CNC(=S)N/N=C(\C)c1ccc(-n2ccnc2)cc1	i	-14
O=C(N/N=C/c1ccccn1)c1ccc2nc[nH]c2c1	i	1
Cc1occc1C(=O)NNC(=O)c1ccc(S(=O)(=O)N(C)C)cc1	.	-11
COC(=O)c1cc(Sc2cccc(Cl)c2Cl)ccn1	i	2
Cc1occc1C(=O)NCc1ccc(C(=O)O)o1	i	-16
C=CCN(C)CC/C=C1\c2ccccc2CSc2ccccc21	i	-14
Cc1cc2nc3c(=O)[nH]c(=S)[nH]c3nc2cc1NC(=O)C(F)(F)F	i	29
CCOc1ccccc1/C=N/NC(=O)CNC(=O)COc1ccccc1	i	-13
O=C(Nc1ccc2c(c1)OCO2)c1ccc(Br)c(S(=O)(=O)N2CCCC2)c1	i	-4
COc1ccc(S(=O)(=O)N2CCOC23CCN(C(=O)c2ccccc2Br)CC3)cc1	i	-25
O=C(Cc1cccs1)Nc1ccccc1	i	.
O=C(COC(=O)c1cccc(S(=O)(=O)NCc2ccccc2)c1)c1ccc2c(c1)OCCO2	i	1
c1cc2c3c(cccc3c1)NC1(CCCCC1)N2	i	-8
O=C1C=C(c2cc3ccccc3s2)C[C@@H](c2ccc3c(c2)OCO3)C1	.	-15
CCCC(=O)Nc1ccc(C(=O)N/N=C/c2ccc[nH]2)cc1	i	-6
CCCC(=O)NC(C)C(c1cccs1)N1CCN(c2ccccc2)CC1 (stereo not given)	i	-11
O=C(COc1ccccc1)Nc1ccc2[nH]ncc2c1	i	-10
COc1cc(S(=O)(=O)N2CCOCC2)ccc1NC(=O)COC(=O)/C=C/c1cc(OC)c(OC)c(OC)c1	.	-18
O=C(NCCC1=CCCCC1)c1ccc(Br)o1	i	-15
O=C(Nc1ccccc1Cl)c1ccccc1Cl	i	-21
Cc1ccc(NC(=O)CN(C)C(=O)c2cccnc2Nc2cccc(C(F)(F)F)c2)cc1	i	-21
